hIAP block: human IAP inhibitors, primary screen, biochemical, luminescence, uHTS. Intestinal-type alkaline phosphatase (Homo sapiens), P09923. purified IAP, CDP-Star luminescence, 30 min. inhibition, % at 10 µM. 330,000 tested, 0.12% active. AID 2544, 2010;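 active = inhibition reaching a set limit with compound at 10 µM in the primary screen, cut at about 35% in these data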;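 also: plate controls were DMSO wells with enzyme for no effect and no-enzyme buffer wells for full effect; values of inactives mirror those of a sister screen read the other way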
mIAP act: activators of mouse IAP, primary screen, biochemical, luminescence, uHTS. activation factor at 10 µM. 330,000 tested, 0.24% active. intestinal alkaline phosphatase [Mus musculus]. AID 2805, 2010. muIAP, CDP-Star luminescence, 30 min; stronger effect = higher value; 1 = vehicle-only enzyme signal, 0 = enzyme-free wells;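 active = activation factor of at least 2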; also: the source names both 10 and 20 µM as test concentration; values of inactives mirror those of a sister screen read the other way
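Assay system: mouse IAP enzyme; Reagent: CDP-Star chemiluminescent phosphatase substrate; Compound: DMSO-dissolved test compounds; Incubation: 30 min, room temperature; Technique: luminescence from enzymatic CDP-Star hydrolysis; Controls: DMSO-only wells and no-enzyme negative control.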
MPTP block: mitochondrial permeability transition pore inhibitors, primary screen, biochemical, isolated mouse mitochondria, absorbance; Ca2+ swelling absorbance, 30 min; inhibition, % at 10 µM; 360,000 tested, 1.4% active;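 active = inhibition of 50% or more, scaled per plate between neutral and stimulator controls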;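 also: 0% = DMSO wells given calcium and 100% = 1 mM EGTA wells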
hIAP act: human IAP activators, primary screen, biochemical, luminescence, uHTS; purified human IAP, CDP-Star luminescence, 30 min; stronger effect = higher value; 1 = vehicle-only enzyme, 0 = enzyme-free background; activation factor at 10 µM; 330,000 tested, 0.16% active; AID 2524, 2010;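 active = activation factor of the enzyme at least 2-fold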; also: the source names both 10 and 20 µM as test concentration; values of inactives mirror those of a sister screen read the other way
A3A deaminase: APOBEC3A ssDNA deaminase inhibitors, primary screen, selectivity assay for APOBEC3G inhibitor project, biochemical, FAM/TAMRA oligo cleavage fluorescence | 330,000 tested, 0.41% active | AID 493011, 2011 | recombinant A3A, FAM/TAMRA ssDNA deamination fluorescence | inhibition, % at 20 µM;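 active = at least 40% inhibition at 20 µM here, with at most 30% in a related deaminase screen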;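 also: plate controls were A3A with DMSO for no effect and wells lacking A3A enzyme for full effect; some results filed as inactive read as strong as hits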
Target sequence (P31941 whole entry, looked up): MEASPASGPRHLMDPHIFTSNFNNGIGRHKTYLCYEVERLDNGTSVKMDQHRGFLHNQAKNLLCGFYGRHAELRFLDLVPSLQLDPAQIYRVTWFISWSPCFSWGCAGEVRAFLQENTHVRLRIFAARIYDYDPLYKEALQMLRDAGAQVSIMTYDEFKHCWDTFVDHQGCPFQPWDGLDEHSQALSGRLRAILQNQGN
APOBEC3G inh: APOBEC3G DNA deaminase inhibitors, primary screen, biochemical, fluorescence, single-stranded DNA substrate, uHTS | 330,000 tested, 0.28% active | recombinant A3G, ssDNA deamination FAM/TAMRA fluorescence | inhibition, % at 20 µM;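 active = inhibition of at least 40% at 20 µM, with no more than 30% in the related APOBEC3A deaminase screen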;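 also: plate controls were DMSO wells with A3G for no effect and wells lacking A3G enzyme for full effect; some compounds called inactive have numbers as strong as hits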
Target sequence (Q9HC16 whole entry, looked up): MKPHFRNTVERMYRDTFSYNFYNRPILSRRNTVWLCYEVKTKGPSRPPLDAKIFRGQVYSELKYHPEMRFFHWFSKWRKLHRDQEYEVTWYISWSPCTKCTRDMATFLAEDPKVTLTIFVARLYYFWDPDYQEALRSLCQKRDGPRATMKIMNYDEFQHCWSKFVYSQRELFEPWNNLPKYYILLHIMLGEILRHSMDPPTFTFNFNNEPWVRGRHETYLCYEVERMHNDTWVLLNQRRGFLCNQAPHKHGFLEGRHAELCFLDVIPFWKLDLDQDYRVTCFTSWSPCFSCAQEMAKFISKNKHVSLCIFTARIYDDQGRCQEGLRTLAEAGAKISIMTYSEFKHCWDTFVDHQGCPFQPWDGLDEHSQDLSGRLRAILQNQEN
MIN6 prolif: inducers of MIN6 beta-cell proliferation, primary screen, ATP luminescence, uHTS; MIN6 cells proliferation, ATPlite luminescence, 48 h; cells starved in 0.2% serum; 100% = growth in 10% serum; proliferation, % at 10 µM; 330,000 tested, 0.29% active;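 active = compounds whose signal lies at least 3.5 SD above the mean of all wells on their plate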;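 also: 0% = DMSO-treated cells in low-serum medium and 100% = 10% serum control; some compounds called inactive have numbers as strong as hits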
mIAP block: inhibitors of mouse IAP, primary screen, biochemical, luminescence, uHTS; intestinal alkaline phosphatase [Mus musculus]; purified mouse IAP, CDP-Star luminescence, 30 min; inhibition, % at 10 µM; 330,000 tested, 0.2% active; AID 2806, 2010;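 active = inhibition of at least 40% at 10 µM in the primary screen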;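 also: plate controls were DMSO with enzyme for no effect and no enzyme wells for full effect; values of inactives mirror those of a sister screen read the other way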
GRIN3A LBD mod: binders of NR3A ligand-binding domain, primary screen, biophysical, differential scanning fluorimetry, uHTS | NR3A LBD differential scanning fluorimetry, Tm shift; 0% = protein alone, 100% = glycine-bound protein | AID 1259313, 2017 | 340,000 tested, 2.5% active | Tm shift relative to glycine control, % at 25 µM;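 active = melting temperature shift of at least 10% of the positive control shift, at one fixed dose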
An asterisk follows results filed as active; nt = not tested or not shown.

SMILES	hIAP block	mIAP act	MPTP block	hIAP act	A3A deaminase	APOBEC3G inh	MIN6 prolif	mIAP block	GRIN3A LBD mod
CC(=O)Nc1ccc(S(=O)(=O)Nc2ccc3c(c2)n(C)c(=O)n3C)c(C)c1	-2	0.97	-0.4	1	-6	-10	-3	3	-3
O=C(Cc1nc(-c2ccc(Br)s2)cs1)NCCN1CCOCC1	-9	0.94	0.8	1.1	0	-8	-4	6	0
Cc1cc(C(=O)OCc2nnc(-c3ccccc3)o2)c(C)n1-c1ccccc1	5	1	6.2	0.95	2	-5	-6	-3	0
Cc1ccc(NC(=O)Cn2nc(C)c(S(=O)(=O)N(C)C)c2C)cc1C	-17	1.1	3.2	1.2	-4	-7	-4	-12	2
COc1ccccc1NS(=O)(=O)c1ccc2c(c1)N(C(C)=O)CC(C)S2 (centres undefined)	-7	1	-0.9	1.1	-1	-3	-2	0	4
CCN1C(=O)/C(=C/c2nc3ccccc3c(=O)n2-c2ccc(C)cc2)c2ccccc21	11	0.85	-0.6	0.89	2	-2	-6	15	-6
Cc1ccc(C(=O)OCC(=O)NCc2cccs2)s1	-5	1	-1.8	1	-3	-10	-2	-3	-1
Cc1cc(NC(=O)c2ccco2)ccc1-n1cnnn1	5	0.99	3.1	0.95	3	1	-3	1	-2
CCn1c2ccccc2c2c3ncc4cccn4c3ccc21	6	1.1	2.0	0.94	-2	20	-6	-5	-6
CCOC(=O)C1CCCN(CC(O)COCc2ccccc2OC)C1 (centres undefined)	-5	0.93	-0.3	1	-3	-5	1	7	1
COc1ccc(N2CCN(CC(=O)N3CCC(C)CC3)CC2)cc1	-4	1	0.2	1	3	0	2	-2	0
Cc1nc(N2CCCCC2)sc1C=O	3	1	nt	0.97	4	2	-4	-1	nt
Cc1ccc(C(=O)ONC(=O)c2ccc(Cl)cc2)cc1[N+](=O)[O-]	6	1	1.3	0.94	-3	-2	-3	-4	2
COc1ccc(CNC(=O)c2ccc(Cn3cc(Br)cn3)o2)cc1	4	1	-0.1	0.96	3	-1	4	-2	-1
Cc1cccc(Nc2n[nH]c(=S)s2)c1C	-10	0.95	-1.4	1.1	-2	39	-1	4	3

Full records, quoted from the list.
Cc1cc(NC(=O)c2ccco2)ccc1-n1cnnn1 in the list: hIAP block: 5; mIAP act: 0.99; MPTP block: 3.1; hIAP act: 0.95; A3A deaminase: 3; APOBEC3G inh: 1; MIN6 prolif: -3; mIAP block: 1; GRIN3A LBD mod: -2
Cc1ccc(C(=O)OCC(=O)NCc2cccs2)s1 in the list: hIAP block: -5; mIAP act: 1; MPTP block: -1.8; hIAP act: 1; A3A deaminase: -3; APOBEC3G inh: -10; MIN6 prolif: -2; mIAP block: -3; GRIN3A LBD mod: -1
COc1ccc(CNC(=O)c2ccc(Cn3cc(Br)cn3)o2)cc1 in the list: hIAP block: 4; mIAP act: 1; MPTP block: -0.1; hIAP act: 0.96; A3A deaminase: 3; APOBEC3G inh: -1; MIN6 prolif: 4; mIAP block: -2; GRIN3A LBD mod: -1

Next section.
SMILES	hIAP block	mIAP act	MPTP block	hIAP act	A3A deaminase	APOBEC3G inh	MIN6 prolif	mIAP block	GRIN3A LBD mod
Cn1c(CSc2nc3ccccc3s2)n[nH]c1=S	-9	0.94	1.5	1.1	6	48*	-3	6	0
COc1ccccc1CC(=O)Nc1ccc(S(=O)(=O)N2CC(C)CC(C)C2)cc1 (centres undefined)	-22	1.5	0.8	1.2	-1	-3	-6	-51	-6
Cc1nn2c(-c3ccco3)nnc2c2ccccc12	13	1	1.0	0.87	0	1	0	-1	1
CCCn1c(SCC(=O)Nc2cc(S(=O)(=O)N3CCOCC3)ccc2Cl)n[nH]c1=O	-14	1	1.2	1.1	0	-7	-2	0	-2
C[C@H]([C@H](O)c1ccccc1)N(C)C(=O)CN	10	0.95	-0.5	0.9	-3	-9	-4	4	-1
COc1ccc(CNCc2cccc(Oc3ccccc3)c2)cc1	4	0.91	4.4	0.96	5	1	-5	9	-1
Cc1cc(N)nc(SCC(=O)N2C(C)CCCC2C)n1 (centres undefined)	2	1	0.2	0.98	-2	-6	-2	0	1
S=C(NCCc1ccccc1)Nc1ccccc1N1CCOCC1	3	1.1	1.1	0.97	-4	-4	-1	-6	0
CC1CCC2(CC1)N=C(N)Nc1nc3ccccc3n12 (centres undefined)	1	1.1	-0.8	0.99	-1	-3	5	-8	-2
CCc1ccc(C(=O)NNC(=O)OC)cc1	0	1.2	1.4	1	-2	-1	1	-21	-2
CCOC(=O)c1ccc(COC(=O)c2cc3ccccc3oc2=O)o1	3	1	-0.3	0.97	-2	-6	1	-5	-3
O=C(Nc1ccccc1)C1=C[C@@H](c2ccccc2)C[C@@H](OCc2ccc(CO)cc2)O1	6	1.1	1.1	0.94	1	-2	5	-14	-4
O=c1c2ccccc2nc2c3ccccc3c(NCCN3CCOCC3)nn12	1	0.92	nt	0.99	9	2	-6	8	nt
Cc1ccccc1Nc1nnc(SCC(=O)NCC2CCCO2)s1 (centres undefined)	-8	1	-1.2	1.1	0	3	-2	0	0
O=C(Cc1nnc(NC(=O)Nc2ccc(Cl)cc2)s1)NCc1ccccc1	18	0.92	-1.0	0.82	0	-9	-1	8	16*
COC(=O)c1ccc(/C=C2/SC(=S)N(CCCC(=O)Nc3ccccn3)C2=O)cc1	-1	0.96	1.4	1	-5	-8	0	4	0
Cc1cc(NS(=O)(=O)c2ccc(NC(=O)CCCOc3ccccc3C)cc2)no1	17	0.9	-0.6	0.83	-7	-13	-3	10	2
O=C(OC1CCOC1=O)c1cc(-c2ccc(Cl)cc2)nc2ccccc12 (centres undefined)	8	0.99	1.4	0.92	3	-3	1	1	-14
CCN(CC)C(=N)N1c2ccccc2CCC1C (centres undefined)	-4	1.1	-0.8	1	-9	-4	2	-8	0
Cc1cc(C)c2c(N)c(C(=O)Nc3cccc(C)c3C)sc2n1	-5	0.94	0.2	1.1	-2	-6	-3	6	2
O=C(Nc1ccc(Cl)cc1)Nc1ccon1	-8	1.2	9.1	1.1	6	-7	-1	-17	14*
Cc1ccc(Nc2nc(N/N=C/c3c[nH]c4ccccc34)nc(N3CCOCC3)n2)cc1	-28	0.95	-3.4	1.3	-4	-8	-3	5	29*
CCSc1nnc(NC(=O)CCCOc2ccc(C)cc2)s1	11	1	-0.5	0.89	1	-7	-1	0	-2
Cc1ccc2oc3c(SCc4nc5ccccc5[nH]4)nc(C)nc3c2c1	4	0.88	9.0	0.96	-1	-5	-4	12	-6
COc1ccc(C(=O)Nc2ccccc2C(=O)NCc2cccnc2)cc1	2	0.97	-0.7	0.98	-4	-9	0	3	2
C=C(C)C(=O)Nc1cccc(C2=NOC3(C2)C[C@@H](C(N)=O)N(C(=O)c2cc([N+](=O)[O-])cc([N+](=O)[O-])c2C)C3)c1 (some centres undefined)	-8	0.98	1.3	1.1	11	44*	3	2	-11
O=C(C[C@H]1C[C@H](C(=O)N2CCOCC2)[C@@]2(CCC3CCCC3)c3[nH]c4ccc(Cl)cc4c3CCN2C1=O)NCCCn1ccnc1	nt	1.3	-2.9	nt	-1	1	nt	-32	0
Cc1ccc(S(=O)(=O)N(CC(=O)Nc2ccccc2C(=O)O)c2cccc(Cl)c2C)cc1	5	0.86	36	0.95	3	-2	-1	14	4
O=C(c1cc(-c2ccc(Cl)cc2)nc2ccccc12)N1CCOCC1	-22	1	-1.3	1.2	-3	-10	-1	-5	1
CCN(CC)c1ccc(C(=O)OCC(=O)NC(C)(C)C)cc1	-14	0.93	0.4	1.1	1	-1	0	7	-2

4 structures already listed, ordered by molecular weight, descending:
SMILES	hIAP block	mIAP act	MPTP block	hIAP act	A3A deaminase	APOBEC3G inh	MIN6 prolif	mIAP block	GRIN3A LBD mod
C=C(C)C(=O)Nc1cccc(C2=NOC3(C2)C[C@@H](C(N)=O)N(C(=O)c2cc([N+](=O)[O-])cc([N+](=O)[O-])c2C)C3)c1 (some centres undefined)	-8	0.98	1.3	1.1	11	44*	3	2	-11
COC(=O)c1ccc(/C=C2/SC(=S)N(CCCC(=O)Nc3ccccn3)C2=O)cc1	-1	0.96	1.4	1	-5	-8	0	4	0
CCSc1nnc(NC(=O)CCCOc2ccc(C)cc2)s1	11	1	-0.5	0.89	1	-7	-1	0	-2
CCN(CC)c1ccc(C(=O)OCC(=O)NC(C)(C)C)cc1	-14	0.93	0.4	1.1	1	-1	0	7	-2

The list continues.
SMILES	hIAP block	mIAP act	MPTP block	hIAP act	A3A deaminase	APOBEC3G inh	MIN6 prolif	mIAP block	GRIN3A LBD mod
CCOC(=O)c1ccccc1NC(=O)N[C@@H](C)C(=O)OC	4	0.92	-1.8	0.96	-3	-7	-3	8	-4
Cc1cc(Cl)ccc1N1C(=O)CC(SCCC(=O)O)C1=O (centres undefined)	6	1	3.1	0.94	-5	-5	0	-4	3
CC(C)OC(=O)C(C#N)c1nc2ccccc2nc1N1CCN(Cc2ccccc2)CC1 (centres undefined)	5	0.92	-0.9	0.95	-4	-9	-4	8	-4
CCCCSc1nnc2[nH]c(=O)cc(N)n12	-3	0.98	-1.2	1	-2	-4	1	2	1
Cc1cc(C)n(CCNC(=O)c2ccc3c(c2)OCO3)n1	-4	1	-0.5	1	-3	-12	0	-1	0
CCCCNc1c(-c2cccc(-c3ccc(OC)cc3)c2)nc2ccc(C)cn12	7	1.4	56*	0.93	-2	-8	-8	-43	-42
O=C(CCn1cccc1)Nc1cc(F)ccc1F	1	1.1	-1.8	0.99	2	-4	1	-9	-1
N#Cc1cn(Cc2ccncc2)c(=O)[nH]c1=O	-2	1.1	-0.2	1	-1	-3	-2	-6	-2
COc1ccccc1S(=O)(=O)Nc1ccc2nc(C)sc2c1	3	1.1	0.0	0.97	0	11	-3	-6	0
CC(C)Oc1ccc(CCC(=O)NNC(=O)c2ccccc2C(=O)O)cc1	6	0.93	0.8	0.94	-5	-12	-3	7	1
CCc1nccn1S(=O)(=O)c1ccc2ccccc2c1	-25	1	-0.6	1.3	-5	-5	-3	-2	2
CC(C)c1ccc(S(=O)(=O)N2CCN(C(=O)CCNS(=O)(=O)c3ccccc3F)CC2)cc1	-2	0.93	-0.2	1	-2	-8	4	7	2
CCCCCCc1cc2cc(C(=O)NCc3ccccc3)c(=N)oc2cc1O	-41	1	86*	1.4	-9	-12	-4	-2	-3
CCC(C)NS(=O)(=O)c1cc2c3c(c1)CCC(=O)N3CCC2 (centres undefined)	34	0.93	1.4	0.66	0	-2	0	8	0
